Screening results: PubChem, Sanford-Burnham Center for Chemical Genomics
CCR6 antagonist = CCR6 receptor antagonists, primary screen, cell-based, CHO-K1, luminescence, beta-arrestin, uHTS. C-C chemokine receptor type 6 (Homo sapiens), P51684. AID 493098, 2011. hit rate 0.49% among 340,000. inhibition, % at 20 µM. CHO-K1 CCR6 PathHunter beta-arrestin, CCL20-stimulated;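 active means compounds whose inhibition of the agonist-driven luminescence signal at 20 µM reaches about 50%, limit read from the data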;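 further: cells stimulated with CCL20 at 14 nM final; plate controls were DMSO with CCL20 for no effect and DMSO without agonist for full effect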
Target sequence (P51684 whole entry, looked up): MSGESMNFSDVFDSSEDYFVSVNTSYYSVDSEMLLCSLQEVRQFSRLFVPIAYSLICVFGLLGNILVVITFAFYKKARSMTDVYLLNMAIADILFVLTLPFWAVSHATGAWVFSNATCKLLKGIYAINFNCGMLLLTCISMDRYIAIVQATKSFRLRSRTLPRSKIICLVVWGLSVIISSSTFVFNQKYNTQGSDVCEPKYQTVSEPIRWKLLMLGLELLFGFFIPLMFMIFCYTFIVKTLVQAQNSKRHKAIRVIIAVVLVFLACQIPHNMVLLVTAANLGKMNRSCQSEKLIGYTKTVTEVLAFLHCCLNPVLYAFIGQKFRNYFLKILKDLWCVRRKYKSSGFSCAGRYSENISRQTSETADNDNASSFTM
Gli-Sufu antag = Gli-Sufu pathway antagonists, primary screen, luciferase luminescence, Sufu-KO-LIGHT cells, uHTS; Sufu-KO-LIGHT fibroblasts, Gli luciferase reporter luminescence; inhibition, % at 5 µM; hit rate 0.74% among 340,000; AID 588413, 2011;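 active means inhibition above about 55%, limit read from the data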;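 further: 0% = DMSO-treated cells and 100% = wells with medium but no cells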
EBI2 block = EBI2 receptor antagonists, beta-arrestin recruitment, primary screen, cell-based, luminescence, 7a,25-OHC stimulation, uHTS | G-protein coupled receptor 183 (Homo sapiens), P32249 | hit rate 0.81% among 360,000 | 7a,25-OHC stimulated | inhibition, % at 5 µM | AID 651636, 2012; in the data active means inhibition above about 38%;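 further: enzyme fragment complementation signal reports receptor beta-arrestin coupling in cells; 0% = agonist plus DMSO wells and 100% = wells without agonist; some results beyond the cut were filed as inactive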
CXCR6 inh = CXCR6 receptor inhibitors, primary screen, cell-based, beta-arrestin, luminescence, CHO-K1 PathHunter, 1536-well; inhibition, % at 20 µM; C-X-C chemokine receptor type 6 (Homo sapiens), O00574; hit rate 0.36% among 360,000; in the data active means inhibition above about 34%, passing the limit was not always enough;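 further: antagonist mode with CXCL16 agonist at 10 nM final; 0% = 10 nM CXCL16 with DMSO and 100% = unstimulated wells without agonist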
697 NFkB inh = inhibitors of PMA/ionomycin-induced NF-kB reporter, 697 cells, primary screen, B-cell NF-kB inhibitor project, cell-based, luminescence, uHTS | hit rate 0.33% among 330,000 | inhibition, % at 4 µM | 697 B-cell NF-kB luciferase reporter, 16 h | AID 435022, 2010; in the data active means inhibition above about 35%
Jurkat NFkB inh = inhibitors of induced NF-kB luciferase reporter, primary screen, TCR NF-kB activation inhibitor project, cell-based, luminescence, uHTS; hit rate 0.53% among 330,000; inhibition, % at 4 µM; AID 435003, 2010; Jurkat, PMA/ionomycin-induced NF-kB luciferase reporter; in the data active means inhibition above about 50%
APJ antagonist = antagonists of human apelin receptor APJ, primary screen, CHO-K1 cells, beta-arrestin complementation, luminescence; P35414; inhibition, % at 20 µM; hit rate 0.32% among 330,000;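 active means inhibition above about 40% at 20 µM, limit read from the data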;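 further: cells challenged with 10 nM apelin-13 agonist together with compound; plate controls were apelin-13 plus DMSO wells for no effect and DMSO wells lacking apelin-13 for full effect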
Target sequence (P35414 whole entry, looked up): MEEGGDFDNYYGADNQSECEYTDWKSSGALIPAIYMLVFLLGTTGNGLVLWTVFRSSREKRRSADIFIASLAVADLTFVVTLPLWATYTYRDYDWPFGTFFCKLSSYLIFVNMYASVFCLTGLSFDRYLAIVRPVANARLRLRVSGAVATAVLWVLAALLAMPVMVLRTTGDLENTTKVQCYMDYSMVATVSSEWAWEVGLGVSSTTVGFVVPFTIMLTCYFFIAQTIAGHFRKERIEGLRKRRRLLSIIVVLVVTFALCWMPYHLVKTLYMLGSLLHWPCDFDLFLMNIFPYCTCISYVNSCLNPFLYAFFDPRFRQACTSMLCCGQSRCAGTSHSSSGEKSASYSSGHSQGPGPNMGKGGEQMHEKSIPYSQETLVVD
UBC13 inh = UBC13 polyubiquitin chain formation inhibitors, primary screen, biochemical, TR-FRET, uHTS | Ubiquitin-conjugating enzyme E2 N (Homo sapiens), P61088 | inhibition, % at 20 µM | hit rate 0.47% among 330,000; in the data active means inhibition above about 45%, passing the limit was not always enough; inconclusive means no clear call, values can overlap the other calls
Target sequence (P61088 whole entry, looked up): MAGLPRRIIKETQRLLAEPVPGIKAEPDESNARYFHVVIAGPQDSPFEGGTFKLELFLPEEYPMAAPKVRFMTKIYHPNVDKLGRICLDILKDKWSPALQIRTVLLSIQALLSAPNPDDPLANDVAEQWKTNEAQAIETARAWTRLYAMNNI
Active calls of the source: *; ? = inconclusive; . = not tested or not shown. The order is random; any-hit rate near 3%.

SMILES	CCR6 antagonist	Gli-Sufu antag	EBI2 block	CXCR6 inh	697 NFkB inh	Jurkat NFkB inh	APJ antagonist	UBC13 inh
CCCC1OC(c2ccco2)OCC1CC (stereo not drawn)	15	7	-4	2	.	.	.	.
NS(=O)(=O)c1cc(C(=O)NNC(=O)c2ccc3c(c2)OCO3)ccc1Cl	-4	5	-9	-4	8	6	12	7
O=C(N/N=C/c1sc(N2CCOCC2)nc1-c1ccccc1)c1ccccc1F	16	-1	.	.	40*	6	13	10
Clc1ccccc1CSc1nncn1-c1cccnc1	.	.	.	.	11	2	7	-8
CSCCC(NC(=O)c1ccccc1Cl)C(=O)Nc1ccc(C)c(S(=O)(=O)N2CCOCC2)c1 (stereo not drawn)	2	-12	-4	-7	17	1	-8	-5
Cc1cc(C)n(-c2n[nH]c(C)c2[N+](=O)[O-])n1	-22	1	-3	-8	-3	-6	-2	-5
CN(C)c1cccc(C(=O)N(Cc2ccccc2)Cc2ccccc2)c1	16	8	-2	5	-5	7	13	7
COc1ccc(C(=O)Nc2cc(C)on2)cc1OC	12	-1	5	-1	12	-2	-17	-2
N#Cc1ccccc1OCC(=O)N1CCc2ccccc2C1	4	-18	2	-7	11	11	23	7
CCC(=O)Nc1ccc(Nc2ccccc2)cc1	-17	-7	-11	5	-8	-10	-13	1
O=C(NCC1CCCO1)C1CC(=O)N(c2ccc(F)c(Cl)c2)C1 (stereo not drawn)	-11	8	-1	1	-11	5	-5	-10
C=CCNC(=O)C1CCCN(S(=O)(=O)c2ccc(-n3cnnn3)cc2)C1 (stereo not drawn)	-1	-7	3	-13	15	3	22	-2
Cc1ccc(C(=O)COC(=O)c2ccncc2)cc1[N+](=O)[O-]	39	-13	-6	8	14	-10	46*	-1
C=CCn1c(SCC(=O)Nc2c(C)cccc2C)nnc1-c1ccncc1	-5	4	-2	5	7	13	11	1
CC1=C(C(=O)NCc2ccccc2)C(c2cccs2)NC(=S)N1 (stereo not drawn)	7	6	-17	-1	3	-19	7	-5
COc1ccccc1-c1cc2nc(C)c(CCC(=O)NC(C)CCc3ccco3)c(C)n2n1 (stereo not drawn)	14	10	7	-6	5	-11	-31	21
NNC(=O)Cn1nc2n(c1=O)-c1ccccc1SC2	7	-2	-10	2	2	7	13	0
O=C(Cn1nnc2c(cnn2-c2ccccc2)c1=O)NCc1cccs1	5	-3	8	-8	-15	-13	-11	12
O=c1[nH]cc(NCCNc2ncc(C(F)(F)F)cc2Cl)c(=O)[nH]1	8	0	-8	0	2	-6	8	8
C/C(CCc1ccccc1)=N\NC(=O)C(=O)Nc1cccc(Cl)c1	7	-3	-7	-10	3	-1	-11	-6
CCc1nn(CC(=O)NCCCN2CCN(CC)CC2)c(=O)c2cc3occc3n12	1	6	0	-1	-9	2	12	-7
CN(C)CCCNc1cn[nH]c(=O)c1Cl	3	2	-1	2	15	6	17	6
CCOC(=O)c1cccc(NC(=O)c2ccc(N(C)C)cc2)c1	11	-56	5	5	-17	-8	-9	7
CCn1c(CNS(=O)(=O)c2ccc(Br)cc2)nnc1SC	3	19	0	9	-6	-1	3	-3
CCOC(=O)CSc1nc2sc3c(c2c(=O)[nH]1)CCCC3	5	14	0	-10	1	-3	25	0
CC(=O)c1c(N2CCN(Cc3ccccc3)CC2)nc(=S)n(Cc2ccccc2)c1C	12	6	10	10	-23	-3	-6	6
CC(C)N(C(=O)CN(C#N)c1nc(N(C)C)nc(N(C)C)n1)c1ccccc1	16	16	7	2	24	-17	18	4
COc1ccc(-n2ncc3c(N4CCN(c5cc(C)ccc5C)CC4)ncnc32)cc1	6	-11	-4	-8	-21	12	-16	8
O=C1N/C(=C/c2cccs2)C(=O)N1Cc1ccccc1F	2	8	4	-9	16	-1	6	6
COc1ccc(NC(=O)COC(=O)c2ccc3c(c2)OCCO3)cc1OC	19	-3	-3	-2	-4	9	0	-6
CCOC(=O)N1CCN(C2=C(NS(=O)(=O)c3ccccc3)C(=O)c3ccccc3C2=O)CC1	24	0	0	10	16	9	-107	-55
O=C(NCCC1CCCCN1S(=O)(=O)c1ccc(F)cc1)C(=O)NCCN1CCOCC1 (stereo not drawn)	4	-1	-9	-2	18	25	8	1
Cn1cnnc1Sc1cc(N2CCN(S(=O)(=O)c3ccc4ccccc4c3)CC2)ccc1[N+](=O)[O-]	10	8	-16	4	20	29	-14	-4
Cc1ccccc1NC(=O)c1snc2c(=O)[nH]cnc12	.	.	.	.	5	7	-6	4
O=C(c1cccc(S(=O)(=O)N2CCN(c3ccc(F)cc3)CC2)c1)N1CCCC1	5	0	-3	8	2	-1	11	0
CC(C)c1ccc(Nc2nc(Cl)nc(Cl)n2)cc1	-12	-5	-5	1	4	2	13	0
COC(=O)C(CC(C)C)NC(=O)c1ccc(F)cc1 (stereo not drawn)	-12	1	-3	-5	7	-1	19	1
CC(C)CCSc1nc(N)c(C#N)cc1C#N	16	-3	18	1	-46	-28	-1	?
CCCc1cc(=O)[nH]c(SCC(=O)Nc2nc(-c3ccccc3)cs2)n1	-10	0	-6	-3	15	-12	11	2
COc1ccc(N(C(=O)c2cccnc2)S(=O)(=O)c2ccc(F)cc2)cc1	7	-8	-5	0	-1	-20	5	3

Another view of three compounds above:
mol,CCR6 antagonist,Gli-Sufu antag,EBI2 block,CXCR6 inh,697 NFkB inh,Jurkat NFkB inh,APJ antagonist,UBC13 inh
Cc1ccccc1NC(=O)c1snc2c(=O)[nH]cnc12,.,.,.,.,5,7,-6,4
O=C(c1cccc(S(=O)(=O)N2CCN(c3ccc(F)cc3)CC2)c1)N1CCCC1,5,0,-3,8,2,-1,11,0
CC(C)c1ccc(Nc2nc(Cl)nc(Cl)n2)cc1,-12,-5,-5,1,4,2,13,0

Continuation.
SMILES	CCR6 antagonist	Gli-Sufu antag	EBI2 block	CXCR6 inh	697 NFkB inh	Jurkat NFkB inh	APJ antagonist	UBC13 inh
O=C1Nc2ccc([N+](=O)[O-])cc2C1(O)N1CCCCC1 (stereo not drawn)	-6	-1	-3	7	10	1	9	2
CC(=O)N/C(=N/c1nc(C)cc(C)n1)Nc1cccc(C)c1	10	3	-3	2	19	12	13	8
CC(C)(C)S(=O)(=O)N1Cc2cc(=O)n(Cc3ccccc3)c(CCO)c2[C@H]1CCO	5	-12	0	0	.	.	.	.
Cc1ccc(S(=O)(=O)c2nc(NCCCn3ccnc3)sc2Cl)cc1	12	0	-8	-3	-8	4	14	10
Cc1nnc(-c2ccccc2)[nH]c1=O	15	-4	-16	-6	2	0	16	-2
CN1C(=O)c2cccc(NCCCCCCN3C(=O)c4ccccc4C3=O)c2C1=O	11	24	4	-3	-16	1	2	7
CCOC(=O)C1=C(c2ccccc2)Nc2c(c(=O)n(C)c(=O)n2C)C1c1ccc(O)c(OC)c1 (stereo not drawn)	-4	8	-7	-1	17	-4	2	6
CCn1nnc(NC(=O)c2ccc(-c3ccccc3[N+](=O)[O-])o2)n1	5	-24	-7	-17	6	-16	-9	-3
CN1CCN(c2ccc(NC(=O)c3ccc(Oc4ccccc4)cc3)cc2)CC1	-1	1	6	-5	-2	-15	1	21
C=CCn1c(SCC(=O)N(C)C2CCCCC2)nnc1C1CC1	8	-13	-9	-8	6	-16	-5	2
O=C(/C=C/c1cccc([N+](=O)[O-])c1)NCc1ccc2c(c1)OCO2	1	.	-5	2	16	-13	4	4
CCCc1cc(C(=O)Nc2cccc(Cl)c2C)no1	18	18	13	3	-2	-56	3	0
Cc1ccc(NS(=O)(=O)c2ccc(C(=O)NC3CCN(Cc4ccccc4)CC3)cc2)cc1	8	15	4	5	15	57*	-7	42
Cc1cccc(/C(N)=N/OC(=O)c2ccc(Cl)cc2Cl)c1	-3	-93	6	-7	-358	-202	-64	-1
Cc1c(C2Nc3ccccc3C(=O)N2O)cnn1C (stereo not drawn)	-2	7	-11	-7	1	-9	11	2
CC1CN(C)C(C)C/C1=N/Oc1ccccc1[N+](=O)[O-] (stereo not drawn)	11	5	5	-11	3	-4	-15	-5
CN(C)/C=C/C(=O)c1ccc(OCCN(C)c2ccccn2)cc1	3	3	-8	0	-22	22	8	1
Cc1ccc(NC(=S)Nc2ncccc2C)c(C)c1	24	-94	-5	14	-51	-91	9	3
CCOCCCNS(=O)(=O)c1ccc(Br)cc1	5	4	4	-7	18	-1	-24	6
COCCNC(=O)[C@@]1(C)C=C[C@@H](Cc2ccccc2)N1C(=O)c1ccccc1	-4	-7	-16	-4	-22	-34	-68	-11
COc1ccc(C)cc1NC(=O)C(c1ccccc1)N1CCN(CC(=O)NC2CC2)CC1 (stereo not drawn)	9	-1	-3	0	6	0	15	-5
CCOC(=O)C1=C(Nc2ccc(Cl)cc2)OCC1=O	5	1	-2	2	0	1	14	8
CCCC(=O)Nc1ccc2c(c1)nc(CN1CCCC1)n2C	25	-4	-8	4	8	-11	14	3
Cc1occc1C(=O)N/N=C/C(Br)=C/c1ccccc1	-29	-72	-3	-8	-199	-74	1	-5
O=C(CCCc1nc2ccccc2s1)N1CCN(c2ccccc2F)CC1	18	0	15	8	-7	8	1	9
Cc1cc(C(=O)COC(=O)COc2ccccc2C#N)c(C)n1CC1CCCO1 (stereo not drawn)	11	0	5	-2	26	-3	14	2

In the list so far, 12 have a Cl atom.
SMILES	CCR6 antagonist	Gli-Sufu antag	EBI2 block	CXCR6 inh	697 NFkB inh	Jurkat NFkB inh	APJ antagonist	UBC13 inh
NS(=O)(=O)c1cc(C(=O)NNC(=O)c2ccc3c(c2)OCO3)ccc1Cl	-4	5	-9	-4	8	6	12	7
Clc1ccccc1CSc1nncn1-c1cccnc1	.	.	.	.	11	2	7	-8
CSCCC(NC(=O)c1ccccc1Cl)C(=O)Nc1ccc(C)c(S(=O)(=O)N2CCOCC2)c1 (stereo not drawn)	2	-12	-4	-7	17	1	-8	-5
O=C(NCC1CCCO1)C1CC(=O)N(c2ccc(F)c(Cl)c2)C1 (stereo not drawn)	-11	8	-1	1	-11	5	-5	-10
O=c1[nH]cc(NCCNc2ncc(C(F)(F)F)cc2Cl)c(=O)[nH]1	8	0	-8	0	2	-6	8	8
C/C(CCc1ccccc1)=N\NC(=O)C(=O)Nc1cccc(Cl)c1	7	-3	-7	-10	3	-1	-11	-6
CN(C)CCCNc1cn[nH]c(=O)c1Cl	3	2	-1	2	15	6	17	6
CC(C)c1ccc(Nc2nc(Cl)nc(Cl)n2)cc1	-12	-5	-5	1	4	2	13	0
Cc1ccc(S(=O)(=O)c2nc(NCCCn3ccnc3)sc2Cl)cc1	12	0	-8	-3	-8	4	14	10
CCCc1cc(C(=O)Nc2cccc(Cl)c2C)no1	18	18	13	3	-2	-56	3	0
Cc1cccc(/C(N)=N/OC(=O)c2ccc(Cl)cc2Cl)c1	-3	-93	6	-7	-358	-202	-64	-1
CCOC(=O)C1=C(Nc2ccc(Cl)cc2)OCC1=O	5	1	-2	2	0	1	14	8
